BioA inh: M. tuberculosis BioA enzyme inhibitors, primary screen, biochemical, plate reader, single point, HTS | AID 602481, 2012 | actives 0.096% (n = 360,000) | purified M. tuberculosis BioA enzyme | inhibition, % at 9.99 µM; in the data active means inhibition above about 40%; inconclusive means no clear call, values can overlap the other calls
GDH-TPI inh: GDH-TPI coupling enzyme inhibitors, primary screen, artefact control for M. tuberculosis FBA inhibitor project, biochemical, absorbance, full deck. GDH-TPI coupled enzyme counterscreen, NADH absorbance. inhibition, % at 4.8 µM. actives 1.2% (n = 360,000). AID 588335, 2011;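 further: 0% = DMSO wells and 100% = wells lacking the enzyme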
FadD28 binding: inhibitors of FadD28 bisubstrate probe binding, primary screen, biochemical, fluorescence polarization, single point; inhibition, % at 12.5 µM; actives 0.22% (n = 360,000); in the data active means inhibition above about 8.5%, passing the limit was not always enough; inconclusive means no clear call, values can overlap the other calls
BoNT-F LC inh: BoNT/F light chain protease inhibitors, primary screen, biochemical, flow cytometry, MLPCN library; Botulinum neurotoxin type F light chain protease (Clostridium botulinum); Multiplex microsphere protease cleavage assay; inhibition, % at 10 µM; actives 0.22% (n = 360,000); AID 588497, 2011; in the data active means inhibition above about 35%, passing the limit was not always enough; inconclusive means no clear call, values can overlap the other calls; further: plate controls were buffer without enzyme for full effect and enzyme alone for no effect
PrPC TRFRET: inhibitors of human cell surface prion protein PrPC, primary screen, cell-based, TR-FRET. TR-FRET read-out. inhibition, % at 13.8 µM. actives 0.43% (n = 370,000); in the data active means inhibition above about 24%; further: 0% = median of the test wells and 100% = reference compound wells
CCHFV vOTU inh: CCHFV vOTU protease inhibitors, primary screen, biochemical, Pep-AMC substrate, fluorescence. Crimean-Congo hemorrhagic fever virus L polyprotein viral ovarian tumor (vOTU) protease …. inhibition, % at 11.5 µM. actives 0.55% (n = 370,000); further: 0% = vehicle wells with enzyme and 100% = no enzyme wells
FBA Mtb inh: Mtb FBA enzyme inhibitors, primary screen, biochemical, fluorescence, strain H37Rv | Fructose-bisphosphate aldolase (Mycobacterium tuberculosis (strain ATCC 25618 / H37Rv)), … | purified M. tuberculosis FBA, fluorescence read-out | inhibition, % at 1 µM | actives 2.3% (n = 360,000) | AID 588726, 2011; in the data active means inhibition above about 27%;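 further: 0% = vehicle and 100% = reference inhibitor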
Target sequence (P9WQA3 whole entry, looked up): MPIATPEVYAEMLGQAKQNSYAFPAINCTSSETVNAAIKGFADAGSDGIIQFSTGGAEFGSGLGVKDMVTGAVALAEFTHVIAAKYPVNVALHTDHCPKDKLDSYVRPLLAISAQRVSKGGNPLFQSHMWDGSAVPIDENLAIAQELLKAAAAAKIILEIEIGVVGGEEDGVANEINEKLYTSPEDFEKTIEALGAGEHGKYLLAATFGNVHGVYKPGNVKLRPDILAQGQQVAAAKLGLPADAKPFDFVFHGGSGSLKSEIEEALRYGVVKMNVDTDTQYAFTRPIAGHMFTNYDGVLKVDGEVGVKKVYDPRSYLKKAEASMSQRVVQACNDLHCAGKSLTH
Mtb UGM inh: M. tuberculosis UGM enzyme inhibitors, primary screen, biochemical, fluorescence polarization, single point | UDP-galactopyranose mutase (Mycobacterium tuberculosis (strain ATCC 25618 / H37Rv)), … | actives 0.06% (n = 320,000) | inhibition, % at 10 µM | purified UGM, fluorescence polarization probe displacement; in the data active means inhibition above about 10%, passing the limit was not always enough; inconclusive means no clear call, values can overlap the other calls
Target sequence (P9WIQ1 whole entry, looked up): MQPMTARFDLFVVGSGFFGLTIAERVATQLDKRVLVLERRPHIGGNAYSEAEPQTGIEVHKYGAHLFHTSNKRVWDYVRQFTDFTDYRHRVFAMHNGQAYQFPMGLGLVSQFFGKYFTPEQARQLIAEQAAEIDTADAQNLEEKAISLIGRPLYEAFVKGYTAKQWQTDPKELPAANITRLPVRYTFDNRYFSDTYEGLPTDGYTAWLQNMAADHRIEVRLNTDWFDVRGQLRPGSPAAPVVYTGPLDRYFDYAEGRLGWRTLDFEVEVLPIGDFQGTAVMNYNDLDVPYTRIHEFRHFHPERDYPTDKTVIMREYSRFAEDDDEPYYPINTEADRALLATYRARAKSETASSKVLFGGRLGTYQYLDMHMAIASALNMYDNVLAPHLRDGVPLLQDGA
BoNT-A LC inh2: BoNT/A light chain protease inhibitors, primary screen, biochemical, flow cytometry, MLPCN library; Botulinum neurotoxin type A light chain protease (Clostridium botulinum A str. ATCC 3502); multiplex microsphere protease substrate cleavage; inhibition, % at 10 µM; actives 0.17% (n = 360,000); in the data active means inhibition above about 30%; inconclusive means no clear call, values can overlap the other calls; further: plate controls were buffer without enzyme for full effect and enzyme alone for no effect
The depositor's hits bear a star; ? = inconclusive; . = no result given; & = joins results of further samples. Unless noted, no stated cut-off is given here; in the data, active means inhibition above about 30%; inactive means the rest.

SMILES	BioA inh	GDH-TPI inh	FadD28 binding	BoNT-F LC inh	PrPC TRFRET	CCHFV vOTU inh	FBA Mtb inh	Mtb UGM inh	BoNT-A LC inh2
N#Cc1nc(Cc2cccc3ccccc23)oc1N1CCC(C(N)=O)CC1	3.7	0	-1.9	-1	2	-12	1	3.3	-1.0
Cc1cc2nc[nH]c2cc1[N+](=O)[O-]	.	2	-1.1	-1	5	-7	-5	1.8	-0.4
CCCCOC(=O)c1ccc(NC(=O)CSC2=Nc3ccccc3C3CC=NN23)cc1 (configuration not stated)	-1.2	8	0.2	-4	-4	-1	-2	-1.5	-1.1
O=C(Nc1cccnc1)c1cccc(S(=O)(=O)N2CCOCC2)c1	.	13	0.1	2	5	-2	1	0.4	?
COc1ccc(Cl)cc1NC(=O)CNCC(c1ccccc1)N(C)C (configuration not stated)	.	3	-1.5	4	-15	6	-1	4.2	0.2
CC(=O)N1c2c(ccc3ccccc23)C(C)CC12CCCCC2 (configuration not stated)	-0.1	9	-6.2	-12	7	-4	0	1.6	-0.6
O=C(CN1C(=O)COc2ccccc21)NC1CCCC1	-3.2	6	-0.4	-2	3	-7	6	1.2	2.4
COc1ccc(O)c(C2=Nc3ccccc3N=C(c3ccco3)C2)c1	-2.0	16	-1.7	-4	0	2	1	-0.8	-0.4
N#CC1=C(SCC(=O)NCc2ccccc2)NC(=O)CC1c1ccco1 (configuration not stated)	-0.5	3	-2.9	-5	5	24	1	0.8	1.5
COc1c(S(=O)(=O)Nc2cccnc2)ccc(Cl)c1Cl	.	-2	-0.2	1	-4	7	1	2.4	-1.1
CCc1c(C)nc2ncnn2c1Nc1ccc(C)cc1	3.9	8	-3.0	-38	-3	2	-1	4.3	-2.4
COc1ccc(C2C(C#N)=C(N)Oc3n[nH]c(C)c32)cc1Cn1cc([N+](=O)[O-])cn1 (configuration not stated)	11	-1	0.2	4	0	8	1	2.5	-0.8
COc1cc(C2C(C#N)=C(N)Oc3cc4c(cc32)OCO4)cc(OC)c1OC (configuration not stated)	.	1	-4.0	3	11	0	4	0.6	0.2
CC(=O)c1c[nH]c(C(=O)NCc2ccccc2Cl)c1	-0.1	9	0.0	-13	1	0	1	-4.3	-0.4
CC(=O)c1cccc(S(=O)(=O)N2CCCC(c3nc4c(nnn4Cc4cccc(Cl)c4)c(=O)[nH]3)C2)c1 (configuration not stated)	1.8	1	-2.5	-13	3	-1	1	0.1	-2.4
COc1ccc(C(O)P(=O)(OCC(C)C)OCC(C)C)c(OC)c1 (configuration not stated)	0.4	1	-4.3	0	-1	-11	-2	-0.6	-0.5
C/C(=N\O)C1CC(CC(=O)O)C1(C)C (configuration not stated)	-1.3	1	-4.1	?	6	-2	-2	0.0	-0.3
COc1ccccc1N1CCN(C(=O)CSc2nnc3c4ccccc4n(CC(=O)O)c3n2)CC1	-1.0	8	-0.8	-12	-5	-8	-2	0.0	-0.1
Cc1ccc(S(=O)(=O)N(C)CC(=O)NNC(=O)CCC(=O)c2ccc(F)cc2)cc1	-1.0	8	-0.9	2	4	-13	1	-0.8	0.0
O=S(=O)(c1ccccc1)N(F)S(=O)(=O)c1ccccc1	1.2	2	0.4	-11	-5	16	2	1.5	-7.2
CC(Oc1ccccc1F)c1ccnc2nc(/N=C/N(C)C)nn12 (configuration not stated)	.	21	-1.6	0	1	2	5	2.8	0.9
O=S(=O)(NCc1nc2ccccc2[nH]1)c1ccccc1	-1.9	7	0.5	10	-6	14	1	-1.8	1.9
CCOc1ccccc1N(CC)C(=O)Cn1ncc2c(=O)oc3ccccc3c21	-2.1	7	-2.5	0	-7	1	2	1.3	-0.7
CC(C)=CCC/C(C)=C/CNC(=O)C[C@H]1C[C@H](C(=O)N2CCCCC2)[C@@]2(C)c3[nH]c4cc(CCC(=O)N(C)C)ccc4c3CCN2C1=O	0.5	2	-3.5	5	.	.	-1	.	0.1
O=C(CSc1nnc(-c2ccncc2)o1)NC1C2CC3CC(C2)CC1C3 (configuration not stated)	.	7	0.0	-18	-5	1	1	-1.2	-0.4
CC(C)CCNC(=O)c1cccc(C(=O)NCCC(C)C)c1	0.2	-7	-5.2	?	10	11	4	-0.3	0.7
CC1Cc2cc(/C(O)=C3/C(=O)C(=O)N(CCN4CCOCC4)C3c3ccc(C(C)C)cc3)ccc2O1 (configuration not stated)	1.5	3	-1.0	.	11	-4	0	1.0	.
CCOc1ccccc1N1CCN(C(=O)c2csc(C)c2CC)CC1	0.4	-7	-5.3	1	-1	-8	4	0.2	0.0
CCOC(=O)c1cccc(NC(=O)c2ccc3c(c2)OCO3)c1	4.1	8	-3.2	?	2	-1	-1	-0.2	3.1
CCOC1=C2CN(S(=O)(=O)c3ccc(C)cc3)[C@H](c3ccccc3)C[C@H]2n2c(=O)n(-c3ccccc3)c(=O)n2C1	-1.6	.	-4.1	-5	1	-2	-1	.	-0.4
CCC(C(=O)OCC(=O)c1c(N)n(CC(C)C)c(=O)n(C)c1=O)c1ccccc1 (configuration not stated)	-2.3	6	-3.8	.	0	-2	-4	-2.8	.
O=S(=O)(NCc1ccccn1)c1cccc2nsnc12	0.1	4	-0.3	-86	-37	11	-1	-3.9	-5.5
COc1ccc(/C=N/NC(=S)Nc2ccccc2)cc1COc1ccc(F)cc1	-1.3	8	1.0	29	2	4	0	2.3	5.0
C#CCOCCOCCOCCNc1nc(N2CCN(C(=O)[C@H]([C@@H](C)CC)n3cc([C@@H](N)Cc4ccc(O)cc4)nn3)CC2)nc(N2CCN(C(=O)[C@H](Cc3cc4ccccc4[nH]3)n3cc([C@@H](N)CC(C)C)nn3)CC2)n1	0.3	-4	-7.4	-56	.	.	1	-1.5	1.0
O=[N+]([O-])/C=C1\C=CC=CN1Cc1ccc(Cl)cc1	1.1	13	.	6	-9	-6	-1	-1.7	-1.6
O=C(CSc1nn(-c2ccccc2)c(=S)s1)Nn1cnnc1	0.0	30	-3.4	-10	1	11	-2	-0.7	-0.6
c1ccc(NCCc2ccccn2)cc1	-0.5	-3	-1.1	-2	-1	5	-3	.	0.6
COc1ccc(NC(=O)CCS(=O)(=O)c2ccc3c(c2)oc(=O)n3C)cc1	-1.1	3	-3.0	7	0	-1	-4	1.3	2.4
CC(C)C(NS(=O)(=O)c1ccc2c(c1)C(C)(C)C(=O)N2C)C(=O)NCc1ccccc1Cl (configuration not stated)	1.8	-6	-3.2	-6	-6	9	0	2.5	-0.4
Cc1cc(NC(=O)COC(=O)c2ccc(S(=O)(=O)C(F)F)cc2)n(-c2ccccc2)n1	1.9	0	-3.9	2	-4	-7	-2	-0.3	-1.0

Structures above with fluorine:
SMILES	BioA inh	GDH-TPI inh	FadD28 binding	BoNT-F LC inh	PrPC TRFRET	CCHFV vOTU inh	FBA Mtb inh	Mtb UGM inh	BoNT-A LC inh2
Cc1ccc(S(=O)(=O)N(C)CC(=O)NNC(=O)CCC(=O)c2ccc(F)cc2)cc1	-1.0	8	-0.9	2	4	-13	1	-0.8	0.0
O=S(=O)(c1ccccc1)N(F)S(=O)(=O)c1ccccc1	1.2	2	0.4	-11	-5	16	2	1.5	-7.2
CC(Oc1ccccc1F)c1ccnc2nc(/N=C/N(C)C)nn12 (configuration not stated)	.	21	-1.6	0	1	2	5	2.8	0.9
COc1ccc(/C=N/NC(=S)Nc2ccccc2)cc1COc1ccc(F)cc1	-1.3	8	1.0	29	2	4	0	2.3	5.0
Cc1cc(NC(=O)COC(=O)c2ccc(S(=O)(=O)C(F)F)cc2)n(-c2ccccc2)n1	1.9	0	-3.9	2	-4	-7	-2	-0.3	-1.0

(continued)
SMILES	BioA inh	GDH-TPI inh	FadD28 binding	BoNT-F LC inh	PrPC TRFRET	CCHFV vOTU inh	FBA Mtb inh	Mtb UGM inh	BoNT-A LC inh2
CCOC(=O)c1c(NS(=O)(=O)c2ccc(Br)cc2)sc2c1CCC2	2.6	6	12*	-19	11	22	1	-0.5	0.9
CCC(COC(=O)Nc1cccc(C)c1)NC(=O)OCC(C)C (configuration not stated)	-0.9	-4	-0.5	-15	3	5	0	-2.1	-0.6
CC(=O)Nc1ccc2nc(C3CCCCC3)[nH]c2c1	0.3	-5	-1.7	-6	-4	-9	0	3.0	0.1
COc1ccc(C(=O)Nc2c(N)nc(SCC(=O)NCC3CCCO3)[nH]c2=O)cc1OC (configuration not stated)	-1.0	2	-1.1	8	-6	2	-3	-1.3	-2.1
Cc1ccccc1C[n+]1cccc2ccccc21	1.0	6	-4.6	-18	-14	-12	-4	-1.1	-0.4
O=C(c1ccc(CS(=O)Cc2ccccc2Cl)o1)N1CCN(C2CCCCC2)CC1 (configuration not stated)	1.2	-3	-1.1	0	0	12	0	-0.2	-0.7
C=C[C@H](CC(C)C)N(Cc1ccccc1)S(=O)(=O)N(Cc1ccc(OC)cc1)[C@H](C=C)CC(C)C	1.9	0	-1.6	-2	5	-5	-1	-2.2	-0.1
CCc1nnc(NC(=O)c2cc3c(s2)CCCCC3)s1	1.8	9	0.5	-7	1	-4	0	-0.4	-0.4
Cc1nc(CN(C)C(=O)CC2C(=O)NCCN2Cc2ccc(F)cc2)cs1 (configuration not stated)	-0.8	2	0.1	-2	0	-12	4	2.4	-0.3
CCCCn1c(Cc2ccccc2)nnc1SCC(=O)N1CCOCC1	.	-4	-4.4	-7	-2	0	0	0.5	-0.4
CCOc1ccc(S(=O)(=O)Nc2ccc(C(=O)NNC(=O)c3ccncc3)cc2)cc1	.	12	-3.9	-17	-10	-1	-1	3.8	-8.7
Cc1nn(Cc2ccccc2)c(C)c1NC(=O)c1cc(-c2cccs2)on1	-1.5	5	-1.6	0	18	-14	-1	1.0	-0.4
Cc1cccn2cc(CNc3ccccc3)nc12	-0.3	-5	-1.6	-6	5	-6	0	-0.2	-1.0
C[C@H](CO)N1C[C@H](C)[C@@H](CN(C)S(=O)(=O)c2ccccc2)Oc2ccc(NC(=O)c3ccncc3)cc2C1=O	-2.6&5.7	8	0.7	1	0	8	3	-0.9	-0.2
CCOc1ccccc1NC(=O)COC(=O)CN(C)S(=O)(=O)c1ccc(C)cc1	.	0	-4.1	-1	-6	-21	-2	0.6	0.1
Cn1ncc(C(N)=O)c1NC(=S)NC(=O)c1ccc(Br)o1	.	-6	-6.3	-5	11	4	-4	-2.5	-1.4
Cn1nc(-c2ccccc2)cc1NC(=O)CCCC(=O)O	.	7	-0.1	0	-4	10	1	0.7	-0.2
O=C(Nc1ccc2c(c1)OCO2)c1cnc(Cl)c(Cl)c1	-1.7	-4	1.0	?	6	-4	1	.	-6.6
COC(=O)c1ccccc1NC(=O)c1ccccc1N(C)S(C)(=O)=O	-2.0	-8	-7.2	-3	0	0	2	-1.3	-1.1
Cc1ccc(NC(=O)COc2ccccc2)c(NC(=O)c2ccccc2C)c1	-1.0	-2	-1.8	4	-2	19	3	1.7	0.1
COc1cc(C)nc(N(Cc2ccccc2)S(=O)(=O)c2ccccc2)n1	.	7	-1.8	-4	1	8	7	-3.9	-0.1
CCOC(=O)c1ccc(-c2ccc3c(c2)CCC3)nc1C	1.5	-1	0.3	27	4	9	4	-3.1	-2.4

2 compounds from above, showing only BoNT-F LC inh:
Structure | BoNT-F LC inh
CCOc1ccccc1NC(=O)COC(=O)CN(C)S(=O)(=O)c1ccc(C)cc1 | -1
Cn1ncc(C(N)=O)c1NC(=S)NC(=O)c1ccc(Br)o1 | -5

Screens from PubChem.
